Screens as filed in PubChem.
MOR-DOR inv ag – mu-delta opioid heterodimer inverse agonism; cell-based MOR-DOR heterodimer luminescence; inhibition, % at 9.3 µM; AID 504357; actives 0.21% (n = 340,000); in the data active means inhibition above about 22%, passing the limit was not always enough;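 further: 0% = cells with DMSO and 100% = wells without cells with DMSO; values of inactives mirror those of a sister screen read the other way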
Target sequence (P35372 whole entry, looked up): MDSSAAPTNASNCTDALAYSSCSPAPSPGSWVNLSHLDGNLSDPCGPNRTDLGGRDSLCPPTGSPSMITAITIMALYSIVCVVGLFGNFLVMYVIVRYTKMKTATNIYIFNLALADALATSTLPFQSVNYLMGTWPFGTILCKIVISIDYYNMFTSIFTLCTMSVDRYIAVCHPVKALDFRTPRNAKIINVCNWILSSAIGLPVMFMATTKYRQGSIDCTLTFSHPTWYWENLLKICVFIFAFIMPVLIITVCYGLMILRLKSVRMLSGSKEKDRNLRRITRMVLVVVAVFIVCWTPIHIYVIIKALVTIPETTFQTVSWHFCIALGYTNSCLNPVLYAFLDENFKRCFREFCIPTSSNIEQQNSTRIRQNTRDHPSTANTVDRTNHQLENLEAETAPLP
Target sequence (P41143 whole entry, looked up): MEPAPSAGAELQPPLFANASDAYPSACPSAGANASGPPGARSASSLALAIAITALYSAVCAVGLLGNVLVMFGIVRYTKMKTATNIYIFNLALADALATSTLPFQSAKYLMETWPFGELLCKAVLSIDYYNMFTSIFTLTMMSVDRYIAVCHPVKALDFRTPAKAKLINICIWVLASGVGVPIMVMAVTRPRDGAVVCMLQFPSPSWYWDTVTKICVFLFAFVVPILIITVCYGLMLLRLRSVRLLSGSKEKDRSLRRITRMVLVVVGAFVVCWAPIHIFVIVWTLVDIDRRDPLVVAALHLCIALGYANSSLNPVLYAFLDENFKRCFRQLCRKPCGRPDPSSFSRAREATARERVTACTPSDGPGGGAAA
RTF Ca sens inh – cardiac RTF calcium desensitization | AID 493244 | inhibition, % at 7.15 µM | IANBD-labeled cardiac RTF, Ca2+ fluorescence | P19429+P45379 | actives 0.12% (n = 340,000);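 active means inhibition above the mean inhibition of all tested compounds plus 3 SD, cut at about 17% in these data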;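 further: assay run at fixed EC70 calcium of 1.6 mM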
Keap1-Nrf2 PPI – disrupts human Keap1 binding to Nrf2 peptide; Q14145; Keap1 Kelch-Nrf2 peptide fluorescence polarization, 1536-well; inhibition, % at 9.4 µM; actives 0.15% (n = 340,000); AID 504523; in the data active means inhibition above about 12%;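 further: human Keap1 Kelch domain with fluorescein labeled Nrf2 9mer peptide probe; 0% = neutral control wells and 100% = peptide positive control; higher means more block of Keap1 binding to Nrf2 peptide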
LANA DNA inh – inhibitors of KSHV LANA C-terminal domain DNA binding; MBP-C-LANA/FAM-LBS DNA binding, fluorescence polarization; inhibition, % at 9 µM; actives 0.078% (n = 340,000); AID 504423;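 active means highest replicate inhibition at or above 60% at 9 µM, even if other replicates fall short; inactive means all replicates below 60% inhibition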;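 further: 0% = neutral control wells and 100% = 4 µM acridine orange control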
OPRM1-OPRD1 ag – agonists of human mu-delta opioid receptor heterodimerization; P35372+P41143; cells, OPRM1-OPRD1 heterodimerization, luminescence; activation, % at 9.3 µM; actives 0.3% (n = 340,000); AID 504326; in the data active means activation above about 18%;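 further: 0% = vehicle-treated cells and 100% = reference agonist; values of inactives mirror those of a sister screen read the other way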
Arrestin-AP2 inh – human beta-arrestin and AP2 interaction inhibition; inhibition, % at 10 µM; actives 0.31% (n = 340,000); FITC-arrestin peptide / GST-AP2 beads, flow cytometry; AP2 beta2 appendage carries R879A mutation;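 active means inhibition above a set limit, near 3 SD of compounds lacking own fluorescence, cut at about 54% in these data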;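 further: plate controls were DMSO wells for no effect and 5 µM unlabelled arrestin peptide for full effect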
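Material – AP2 appendage R879A on GSH beads · Buffer or medium – PBS with 0.05% Tween 20 and 0.1% BSA · Probe or stimulus – fluorescein-tagged arrestin peptide at 50 nM final · Incubation – compound with beads 12 min RT, then probe 1 h RT · Detection – high-throughput flow cytometry of beads, ex 488, em 535 nm · Evaluation – percent response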
V-ATPase pH – alters yeast V-ATPase proton transport | S. cerevisiae, pHLuorin cytosolic pH fluorescence | response, % at 10 µM | actives 0.37% (n = 350,000) | AID 504577; in the data active means response mostly above about 7.3%, no sharp cut-off; inactive means mostly below about 5.4%; further: actives read high; inactives centre near 0; some compounds called inactive have numbers as strong as hits; reference of the scale not given here
DSG3 Ab inh – inhibitors of pemphigus antibody binding to human desmoglein-3. P32926. actives 0.48% (n = 310,000). DSG3-coupled beads, scFv-anti-DSG3-GFP binding, flow cytometry; stronger effect = lower value. binding (percent of control), % at 10 µM. AID 588358;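 active means binding more than 3 SD below its plate's average and above zero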;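 further: hits lower antibody fragment binding to DSG3; some compounds called inactive have numbers as strong as hits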
cardiac RTF act – increases calcium sensitivity of human cardiac regulated thin filaments. P19429+P45379. actives 0.24% (n = 340,000). IANBD-labeled TnC RTF fluorescence at EC20 calcium; 0% EC20 calcium, 100% full calcium. activation, % at 7.2 µM;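 active means activation above the mean over all tested compounds plus 3 SD, cut at about 30% in these data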;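 further: rise in fluorescence read as greater calcium sensitivity of cardiac thin filaments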
Wnt act – activators of Wnt/beta-catenin signaling; activation, % at 9.35 µM; actives 1.2% (n = 300,000); Wnt/beta-catenin reporter cell assay, activator, plate reader; in the data active means activation above about 30%, passing the limit was not always enough;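 further: 0% = neutral control wells and 100% = positive control wells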
Active calls of the source: *; . = no result given. An unsorted share of the library. Share with any hit: about 3.1%.

entry | compound | MOR-DOR inv ag | RTF Ca sens inh | Keap1-Nrf2 PPI | LANA DNA inh | OPRM1-OPRD1 ag | Arrestin-AP2 inh | V-ATPase pH | DSG3 Ab inh | cardiac RTF act | Wnt act
1 | CCC(CC)=NNc1ccc([N+](=O)[O-])cc1[N+](=O)[O-] | -22 | -6 | 1 | -0.2 | 3.1 | 2 | -6 | 91 | 1 | -5
2 | C/C(CC(=O)Nc1ccc(Cl)cc1C(F)(F)F)=N\NC(=O)c1ccccn1 | -4 | 1 | -4 | -0.1 | 0.8 | -1 | -2 | 102 | 2 | -1
3 | CC(C)(C)C1CCc2c(sc(NC(=O)CSc3nnc(-c4ccccc4)o3)c2C#N)C1 (centres undefined) | 6 | -1 | 7 | 10 | -1.1 | 38 | -8 | 120 | -14 | -1
4 | C=CCSc1cc(C)nc2c(-c3ccccc3)cnn12 | 14 | 4 | 1 | 0.3 | -2.7 | 34 | -3 | 109 | 3 | 33*
5 | CC(=O)NC(C)c1nc2ccccc2n1CC(=O)NC(C)CCc1ccccc1 (centres undefined) | . | -8 | -7 | 0.4 | . | -23 | 2 | 101 | 1 | -1
6 | Cc1ccc(C2CC(c3cccc(C)c3)n3nc(N)nc3N2)cc1 (centres undefined) | 10 | 0 | -9 | -0.3 | -2.0 | 0 | -3 | 101 | 9 | -2
7 | CN(Cc1ccc(Br)s1)C(=O)CNC(=O)c1ccc2c(c1)OCO2 | 9 | -3 | -1 | 1.1 | -2.4 | -10 | 3 | 101 | -2 | -2
8 | Cc1ccc(-c2cc(-c3ccc(F)cc3)c(C#N)c(N)n2)o1 | 11 | -22 | 7 | 7.0 | -1.5 | 19 | 0 | 87 | 4 | -2
9 | COc1ccc(CNC(=O)COC(=O)c2cncc(Br)c2)cc1 | 7 | -9 | 1 | 1.8 | -1.5 | -7 | 0 | . | 4 | -1
10 | O=C(/N=C1/c2ccccc2CN1c1ccccc1)Nc1ccccc1 | -1 | -6 | -7 | -3.9 | 0.1 | 0 | 1 | 105 | 5 | 1
11 | CC(C)c1ccc(CC(NC(=O)c2ccccc2)C(=O)NCC(=O)O)cc1 (centres undefined) | 7 | -1 | -1 | 0.7 | -1.3 | 4 | 2 | 100 | -2 | 0
12 | Clc1cccc(Cl)c1C1=NOC(c2nnc(-c3ccccc3)o2)C1 (centres undefined) | -2 | -1 | 0 | -1.4 | 0.4 | -3 | 1 | 106 | 0 | 15
13 | COC(=O)c1c(NC(=O)CN2CCOCC2)sc2c1CCC(C)C2 (centres undefined) | 11 | -4 | -3 | 0.6 | -2.6 | -8 | -2 | . | 0 | .
14 | O=C(c1ccc(Cl)cc1)[C@@H]1[C@@H]2C(=O)N(c3ccccc3)C(=O)[C@@H]2C2c3ccccc3C=NN21 (some centres undefined) | -48 | 2 | -3 | 0.7 | 6.7 | -6 | 10* | 78* | 0 | -3
15 | CC(C)C(NC(=O)c1ccccc1F)C(=O)OCC(=O)c1ccc(F)cc1 (centres undefined) | 7 | 3 | -1 | 0.7 | -1.2 | 7 | -3 | 98 | 1 | -1
16 | Cc1ccccc1NC(=O)c1cccc(S(=O)(=O)Nc2cccc(C(=O)O)c2)c1 | 14 | 0 | 1 | -1.7 | -3.0 | -8 | -2 | 95 | 1 | 0
17 | CN(C)c1nc(-c2ccccc2)nc(-c2ccc(Cl)cc2)c1C#N | 16 | -4 | -5 | 0.3 | -2.8 | 4 | -3 | 99 | 1 | .
18 | Oc1ccccc1C=NN=Cc1c(O)ccc2ccccc12 | 9 | -6 | 2 | 11 | -2.0 | 8 | 2 | 93 | 16 | 48*
19 | Cn1c(COc2ccccc2)nnc1SCc1nc2ccccc2[nH]1 | 23 | -3 | -2 | 1.1 | -4.0 | 31 | -3 | 100 | -4 | -2
20 | CCC(CC)NC(=O)COC(=O)CCC(=O)c1cccs1 | -2 | 0 | 1 | -2.2 | 0.3 | 11 | -1 | 105 | -9 | -1
21 | COc1ccc(-n2c(Cn3nnc4ccccc43)nnc2SCC(=O)O)cc1 | 7 | -2 | -1 | -0.2 | -1.2 | 14 | 0 | 103 | -1 | -7
22 | COC(=O)Cn1c(CN2CCc3ccccc3C2)nc2c1c(=O)n(C)c(=O)n2C | -10 | -5 | -3 | 0.9 | 1.8 | 4 | 10 | 103 | 9 | 3
23 | CCOC(=O)c1ccoc1CSCC(=O)N1CCN(S(=O)(=O)c2ccc(C)cc2)CC1 | 14 | 1 | 0 | 2.5 | -2.2 | -3 | 0 | 101 | -5 | .
24 | O=C(Nc1ccc(S(=O)(=O)NCCc2ccccc2)cc1)c1ccncc1 | 7 | -8 | 0 | -0.6 | -2.2 | -5 | 3 | 109 | -3 | 0
25 | Cc1ccc(C(=O)Nc2nc(=O)n(C(=O)C3CC3)s2)cc1 | -5 | -10 | -5 | -0.7 | 0.9 | -1 | -70 | 125 | 4 | 4
26 | Cc1ccc(C(NC(=O)c2ccccc2)C(Cl)(Cl)Cl)cc1 (centres undefined) | -24 | -1 | -1 | 0.5 | 3.9 | 3 | 0 | 105 | -1 | -4
27 | Cc1cccc(C)c1NC(=O)CSc1nc2ccccc2c(=O)[nH]1 | 9 | -4 | -3 | 0.6 | -1.8 | 4 | -3 | 99 | -2 | -2
28 | CC(C)n1c(COc2ccccc2)nc2ccccc21 | 6 | -2 | -7 | -1.9 | -1.2 | 10 | -1 | 113 | -1 | 1
29 | CCc1[nH]nc2c1C(c1cccnc1)C(C#N)=C(N)O2 (centres undefined) | 7 | 2 | 2 | -0.2 | -1.2 | 23 | 0 | . | -1 | .
30 | O=c1c2c(nc3cc(-c4ccccc4Cl)[nH]n13)CCS2 | 1 | 9 | 3 | 1.0 | -0.3 | 1 | 2 | 106 | -2 | .
31 | CCOC(=O)N1CCC(N2C(=O)c3ccc(C(=O)Nc4ccc(OC)c(OC)c4)cc3C2=O)CC1 | 3 | -11 | -3 | 0.1 | -0.5 | 47 | 2 | 107 | 3 | -2
32 | COc1ccc(-c2nc3cc([N+](=O)[O-])ccc3o2)cc1OC | 12 | -4 | . | . | -2.5 | 20 | -3 | 111 | 3 | 11
33 | C/C(=N\NC(=O)CCCCCNC(=O)c1ccccc1)c1ccccc1O | 11 | -4 | -2 | 1.4 | -2.2 | -14 | 0 | 101 | 4 | -4
34 | COC(=O)CC1=NC(=O)CS1 | 5 | 2 | -4 | 1.6 | -1.1 | 25 | 3 | 103 | -5 | .
35 | Nn1cnnc1SCC(=O)N(C1CCCCC1)C1CCCCC1 | 3 | 4 | 1 | 2.3 | -0.6 | -24 | 0 | 82 | 4 | 0
36 | COc1ccc(/C=C/C(=O)N(Cc2cccs2)C2CCS(=O)(=O)C2)cc1 (centres undefined) | 13 | -4 | -2 | -2.8 | -2.6 | 18 | -3 | 95 | 3 | 16
37 | C=CCn1c(C)cc(C(=O)COC(=O)/C=C/c2cccc(OC)c2)c1C | -6 | -3 | 0 | 2.2 | 1.1 | 3 | 0 | 99 | -3 | -1
38 | Cc1cc(C(F)F)n2nc(C(=O)Nc3ccc(F)cc3F)nc2n1 | 4 | -14 | 2 | -4.0 | -0.7 | 9 | 0 | 102 | -2 | .
39 | O=C(NCC1CC1)C1CCCN(S(=O)(=O)c2ccc(-n3cnnn3)cc2)C1 (centres undefined) | -6 | 1 | 0 | -0.8 | 1.0 | 14 | 4 | 111 | -4 | -6
40 | CS(=O)(=O)N1CCC(C(=O)Nc2ccccc2F)CC1 | -5 | -14 | -4 | 3.5 | 0.8 | -2 | -2 | 102 | -1 | .
41 | CC(CCc1ccco1)NC(=O)CCc1nnc2ccc(NCc3ccc(Cl)cc3)nn12 (centres undefined) | -2 | 1 | -2 | -1.6 | 0.3 | -4 | -2 | . | 3 | 0
42 | O=C(O)C1CCN(C(=O)COc2ccc3c4c(c(=O)oc3c2)CCCC4)CC1 | 12 | 3 | -1 | 2.2 | -2.4 | 17 | -4 | 107 | 4 | -2
43 | CCN(CC)C(=O)CC(c1ccc(N(C)C)cc1)c1c(O)cc(OC)cc1OC (centres undefined) | 16 | 1 | -4 | 1.6 | -2.7 | 21 | 1 | 95 | -2 | 1
44 | CCC(C)NC(=O)CSC1=Nc2ccccc2C2=NC(CC(=O)NCc3ccc(F)cc3)C(=O)N12 (centres undefined) | -3 | 2 | -3 | 0.7 | 0.5 | 7 | -1 | 102 | -6 | .
45 | Cc1ccc(C(=O)Nc2nnc(Cc3ccccc3)s2)cc1 | 10 | 1 | -1 | 0.7 | -2.2 | 33 | -2 | 100 | -6 | 2
46 | Cc1ccc(-c2nnc3c(C(F)(F)F)nc4ccccc4n23)cc1 | 20 | -13 | 0 | -2.1 | -4.0 | -5 | -1 | 126 | -4 | .
47 | O=C(c1ccc(Cl)c(Cl)c1)N(Cc1ccco1)c1ccc(O)cc1 | -28 | 0 | -1 | -6.9 | 4.8 | 14 | 6 | 104 | 1 | .
48 | C=CCNC(=S)N1CCC(C(=O)c2ccc(C)cc2)CC1 | 11 | 0 | -4 | -0.3 | -2.4 | 0 | 4 | 93 | 1 | 2
49 | O=S(=O)(c1ccc(-c2ccno2)s1)N1CCCCC1 | 15 | 8 | 2 | 0.0 | -2.8 | -23 | 9.4* | 96 | -3 | -4
50 | COc1cc2nc(=S)n3[nH]c(CCn4nc(C)cc4C)nc3c2cc1OC | 27 | -3 | -1 | -1.4 | -4.5 | 7 | -5 | 104 | -1 | -3

Among those listed so far, 7 have fluorine:
entry | compound | MOR-DOR inv ag | RTF Ca sens inh | Keap1-Nrf2 PPI | LANA DNA inh | OPRM1-OPRD1 ag | Arrestin-AP2 inh | V-ATPase pH | DSG3 Ab inh | cardiac RTF act | Wnt act
2 | C/C(CC(=O)Nc1ccc(Cl)cc1C(F)(F)F)=N\NC(=O)c1ccccn1 | -4 | 1 | -4 | -0.1 | 0.8 | -1 | -2 | 102 | 2 | -1
8 | Cc1ccc(-c2cc(-c3ccc(F)cc3)c(C#N)c(N)n2)o1 | 11 | -22 | 7 | 7.0 | -1.5 | 19 | 0 | 87 | 4 | -2
15 | CC(C)C(NC(=O)c1ccccc1F)C(=O)OCC(=O)c1ccc(F)cc1 (centres undefined) | 7 | 3 | -1 | 0.7 | -1.2 | 7 | -3 | 98 | 1 | -1
38 | Cc1cc(C(F)F)n2nc(C(=O)Nc3ccc(F)cc3F)nc2n1 | 4 | -14 | 2 | -4.0 | -0.7 | 9 | 0 | 102 | -2 | .
40 | CS(=O)(=O)N1CCC(C(=O)Nc2ccccc2F)CC1 | -5 | -14 | -4 | 3.5 | 0.8 | -2 | -2 | 102 | -1 | .
44 | CCC(C)NC(=O)CSC1=Nc2ccccc2C2=NC(CC(=O)NCc3ccc(F)cc3)C(=O)N12 (centres undefined) | -3 | 2 | -3 | 0.7 | 0.5 | 7 | -1 | 102 | -6 | .
46 | Cc1ccc(-c2nnc3c(C(F)(F)F)nc4ccccc4n23)cc1 | 20 | -13 | 0 | -2.1 | -4.0 | -5 | -1 | 126 | -4 | .
